Screening results as filed in PubChem BioAssay.
hcGAS inh – human cGAS inhibition. Q8N884. recombinant h-cGAS, ATP depletion, Kinase-Glo luminescence. inhibition, % at 12.5 µM. 290,000 tested, 0.081% active. AID 1259398;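 also: 0% = vehicle reaction and 100% = reaction without DNA for no activity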
Target sequence (Q8N884 whole entry, looked up): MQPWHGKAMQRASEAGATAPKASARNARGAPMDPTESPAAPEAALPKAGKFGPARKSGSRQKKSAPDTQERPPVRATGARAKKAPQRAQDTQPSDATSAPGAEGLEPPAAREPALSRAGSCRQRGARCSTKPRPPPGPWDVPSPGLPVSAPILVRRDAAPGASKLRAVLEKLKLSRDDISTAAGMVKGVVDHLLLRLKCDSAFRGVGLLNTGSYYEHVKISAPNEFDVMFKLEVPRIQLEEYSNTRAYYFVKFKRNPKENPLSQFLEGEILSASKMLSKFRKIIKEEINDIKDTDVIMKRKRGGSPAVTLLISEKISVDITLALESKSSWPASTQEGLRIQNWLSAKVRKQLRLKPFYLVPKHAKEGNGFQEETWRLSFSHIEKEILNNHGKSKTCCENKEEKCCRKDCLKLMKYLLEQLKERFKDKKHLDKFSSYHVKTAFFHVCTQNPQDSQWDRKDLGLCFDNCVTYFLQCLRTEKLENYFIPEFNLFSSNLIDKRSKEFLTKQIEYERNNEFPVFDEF
mcGAS inh – inhibitors of mouse cGAS. inhibition, % at 12.5 µM. recombinant cGAS, Kinase-Glo ATP depletion luminescence. 160,000 tested, 0.15% active;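 also: 0% = negative control wells and 100% = reference inhibitor with no enzyme activity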
NPYLR7 agonist – activates Aedes aegypti NPYLR7 receptor. AID 1259423. 270,000 tested, 0.15% active. HEK293T NPYLR7/Galpha15, GCaMP6s calcium fluorescence. activation, % at 10 µM; in the data active = activation above about 40%;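 also: 0% = vehicle and 100% = reference agonist at the receptor; some compounds past the cut are filed as inactive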
Starred values were filed as active, the others as inactive; . = no result given; & = joins results of further samples. Rule as the data show it, unless noted: active = inhibition above about 40%; inactive = the rest.

SMILES	hcGAS inh	mcGAS inh	NPYLR7 agonist
Cc1ccccc1NC(C#N)c1ccc(Br)cc1 (stereo unspecified)	-2	.	3
COc1ccc(N2CCN(C(=O)c3cccnc3SCc3ccc(C(F)(F)F)cc3)CC2)cc1	-7	.	-6
O=C(/C=C/c1cn(S(=O)(=O)c2ccc(Cl)s2)c2ccccc12)NCCCO	-8	-3	30
COc1cc(C(=O)Nc2ncc(C)s2)ccc1OC(F)F	-8	.	2
COc1ccc(NC(=O)C2(C)CCN2C)cc1OC (stereo unspecified)	3	.	-1
N#Cc1cc([N+](=O)[O-])c2sc(C(N)=O)[n+]([O-])c2c1	-3	-2	5
CCCS(=O)(=O)Nc1cc(C(=O)OC)cc(C(=O)OC)c1	-8	.	5
CC(=O)N1CCCN(C(=O)C2CCC(=O)N(CC3CCCCC3)C2)CC1 (stereo unspecified)	-6	-10	-3
Fc1ccc(CNc2nccn3ccnc23)cc1	-12	.	4
COc1cccc(-c2nc(CCNC(C)Cc3cc(OC)c(OC)c(OC)c3)n3ccccc23)c1 (stereo unspecified)	-4	-4	17
COc1ccc(-n2c(CCC(=O)NCCCn3ccnc3)cc3c2-c2ccccc2CC3)cc1	-3	-7	1
CNCC(=O)N1CC[C@@](O)(c2ccccc2)[C@H]2CCCC[C@@H]21	-7	-14	6
CCN(C(=O)CNc1ccccc1N(C)C(C)=O)C1CC1	3	.	5
O=C1CC(Sc2ccc(Cl)cc2)C(=O)N1c1ccc(F)cc1F (stereo unspecified)	-8	.	15
CC(C)Nc1cc(-c2cccc3[nH]ccc23)ncn1	-5	-11	.
C(=C\c1nn2c(CN3CCCCC3)nnc2s1)/c1ccccc1	-4	-8	1
O=C(c1ccc2c(c1)OCO2)N1CCC(n2cnc3ccccc32)CC1	-4	-7	4
COCCN(CC(=O)N(Cc1ccccc1)Cc1ccco1)C(=O)c1ccc(OC)cc1OC	1	0	1
Cc1ccc(NC(=O)N2CCc3nc(Cc4cccc(F)c4)nc(N4CCOCC4)c3C2)c(C)c1	-8	-6	14
COc1ccc(C)c2sc(N3CCN(C(C)=O)CC3)nc12	-7	-9	-2
Cc1cc(C)n(-c2cc(N3CCN(S(=O)(=O)N(C)C)CC3)nc(C)n2)n1	-3	-8	-4
CCC(NCCc1ccccc1)c1nc2cc(Cl)ccc2c(=O)n1CC (stereo unspecified)	-7	.	5
O=C(Nc1cnc2n1CCCC2)c1coc2c1C(=O)CCC2	-5	-12	14
Cc1cccc(-c2n[nH]n3c2nc(=O)c2ccccc23)c1	0	-3	-5
Cc1cccc(C2CCCN(Cc3cn[nH]c3C(=O)O)C2)c1 (stereo unspecified)	-6	.	26
COc1cc(C(C2Sc3nc(C)nn3C2=O)N2CCCC(C)C2)cc(OC)c1OC (stereo unspecified)	3	-2	-4
Cc1ccccc1S(=O)(=O)NC(=O)C1(C)CCN1C(=O)Cc1ccsc1 (stereo unspecified)	0	.	-1
CC(=O)Nc1ccc(NC(=O)Nc2cc(F)c(N(C)C)c(F)c2)cc1	-6	-18	0
COCCCN(CC(=O)N(CCc1ccc(OC)c(OC)c1)Cc1ccc(C)o1)C(=O)c1cccs1	-8	-8	.
C=CCN(CC(=O)N(CCc1ccc(OC)c(OC)c1)Cc1ccc(C)o1)C(=O)Cc1ccccc1	-8	-5	12
CCOc1ccccc1C(C)(C)CCl	3	.	7
CCN(CC)S(=O)(=O)c1ccc(N2CCN(CC(N)=O)CC2)nc1	4	-1	1
CCOC(=O)C1CCN(C(c2cccc(F)c2)c2c(O)cc(C)n(CC)c2=O)CC1 (stereo unspecified)	-9	.	10
Cc1cccc(Oc2cc(NC(=O)c3cc4nc(-c5ccccc5)cc(C)n4n3)cc([N+](=O)[O-])c2)c1	-4	-6	-10
O=C(c1ccc2nc(-c3ccncc3)[nH]c2c1)N1CCCC2CCCCC21 (stereo unspecified)	1	2	1
Cc1ccccc1Oc1ncccc1CNC(=O)c1cnn2cccnc12	-2	-15	1
O=C(C1CCCN(C2CCCCC2)C1)N(CCO)Cc1ccco1 (stereo unspecified)	0	.	3
O=c1[nH]c(=O)n(-c2ccc(Cl)cc2)c(O)c1C=Nc1ccc(F)cc1	-5	-4	-9
COc1ccc(C(=O)Nc2c3c(nn2-c2ccccc2C)CS(=O)(=O)C3)cc1OC	0	.	0
Cc1c(Cl)c([N+](=O)[O-])nn1CC(=O)NCc1cccnc1	-9	-5	3
CCNC(=O)C1CCN(Cc2ccc(Cl)s2)CC1	-14	.	5
COCCN1C(=O)NC(Cc2ccc(F)cc2)(C2CCN(C(=O)c3sccc3Cl)CC2)C1=O (stereo unspecified)	3	0	-10
CCC(C(=O)NCCOc1ccc2nnc(-c3ccc(OC)cc3)n2n1)c1ccccc1 (stereo unspecified)	-4	-7	-4
COc1ccc(Cl)cc1C1=NOC2(CCC2)C(=O)N1Cc1cccc(C#N)c1	-9	.	7
CN(Cc1cccc(O)c1)S(=O)(=O)NCc1ccccc1	-8	-11	.
COc1ccc(OC)c(C2c3cccn3-c3ccccc3N2C(=O)CN(C(=O)c2ccc(F)cc2)C(C)C)c1 (stereo unspecified)	-3	-3	13
CC1CCCN(C(c2cccs2)C2Sc3nc(-c4ccco4)nn3C2=O)C1 (stereo unspecified)	-5	-7	-1
CN=c1scc(-c2ccc(F)cc2)n1N=Cc1c(OC)cc(OC)cc1OC	-1	-3	6
Cc1cnc(-c2c(-c3ccccc3)ncn2Cc2ccccc2CN(C)C)[nH]1	-2	-10	3
O=C(Nc1ccc(N2CCOCC2)cc1)c1c(OCc2ccccn2)nn2ccsc12	-9	.	22
COC(=Nc1ccncc1)C1=C(C)C([N+](=O)[O-])NC(C(=O)O)c2ccccc21 (stereo unspecified)	-5	.	-8
CCOC(=O)C1=C(O)/C(=C\c2ccc(N(C)C)cc2)SC1=Nc1ccccc1C	-2	-2	11
COc1cc(C)c(CNC(CO)c2ccco2)cc1OC (stereo unspecified)	-5	-11	2
O=C(CC(c1cccc([N+](=O)[O-])c1)c1c[nH]c2ccccc12)NCCN1CCCCC1 (stereo unspecified)	-15	-4	.
CC(O)c1nc2cc(NS(=O)(=O)NCc3ccccc3)ccc2n1C (stereo unspecified)	-3	.	9
CC1(C(=O)NCC2CC2)Cc2c(-c3ccc4c(c3)OCO4)ccnc2O1 (stereo unspecified)	-6	-7	0
C=CC(=O)N1CCN(c2nc3cc(Cl)c(Cl)cc3nc2C(=O)OCC)CC1	-4	-4	3
O=C(CCCn1ccnc1)N1CCCC(c2n[nH]c(=O)n2-c2ccccc2)C1 (stereo unspecified)	-6	-11	23
COc1ccc(-n2nnnc2CN2CCN(C(=O)c3c[nH]c4ccccc34)CC2)cc1	-4	-5	-1
C=c1ccccc1=c1[nH]/c(=C/c2ccc(OC)c(OC)c2)c(=O)o1	-5	.	0

(listing goes on)
SMILES	hcGAS inh	mcGAS inh	NPYLR7 agonist
CN(Cc1ccccc1)c1cc(C(C)(C)C)nc(SCc2ccc(C(=O)NN3CCOCC3)o2)n1	-4	-2	-1
CCc1cc(NCCc2cccc(OC)c2)n2ncnc2n1	-7	-8	20
CC(C)c1nc2c(c(=O)c3ccccc3n2C)c(=O)n1Cc1ccccc1	-1	.	4
O=C(CSc1ncnc2c1oc1ccccc12)NC1CCCC1	-2	-5	4
C=CCOCC(O)CN(Cc1ccccc1Cl)CC1CC(c2ccc(F)cc2)=NO1 (stereo unspecified)	-5	-5	-3
Cc1[nH]cnc1-c1nccn1C(C)c1cnn(C)c1 (stereo unspecified)	-7	-23	3
O=C(c1cccnc1)N1N=C(c2ccccc2)CC1(O)C(F)(F)C(F)(F)C(F)(F)F (stereo unspecified)	-4	.	-13
CCCNC(=O)C1(C)CCN(Cc2ccc3ccccc3c2Br)C1 (stereo unspecified)	-13	.	0
CNc1nnc(SCC(=O)c2cc(C)n(Cc3ccco3)c2C)s1	-7	-8	1
Cc1cc(=O)[nH]c(-n2nc(C)c(CCC(=O)NCc3ccco3)c2C)n1	-2	.	11
CC(C)N1CCCC(C)(C(=O)Nc2nc3ccccc3n2C)C1 (stereo unspecified)	-15	.	-1
CCn1ncnc1C(C)NC(=O)C(=O)c1cccn1C (stereo unspecified)	-4	.	-3
O=S(=O)(CCCCC(Cl)(Cl)Cl)NCc1ccco1	-1	.	4
O=C(N1CCN(C(=O)C23CCC4CC(CC(C4)C2)C3)CC1)C12CCC3CC(CC(C3)C1)C2	-4	.	-3
COc1ccc(OC)c(NC(=O)CSc2ccc3nnc(-c4cccnc4)n3n2)c1	-1	-8	0
COc1ccc(-c2csc(-n3[nH]c(C)c(N=Nc4ccccc4[N+](=O)[O-])c3=O)n2)cc1	-7	-4	15
Cc1noc(C)c1C(=O)OCC(=O)Nc1ccc(Cl)cn1	-4	-7	3
COc1ccc2ncn(Cc3ccc4c(c3)OCO4)c(=O)c2c1	-1	.	-5
O=C(CCc1ccco1)N1CCN(S(=O)(=O)c2cccc(Cl)c2)CC1	-9	.	19
CC(C)c1cc(Br)c(NC(=O)N2CCC[C@H]2C(=O)N2CCC(C(=O)N3CCCCC3)CC2)c(Br)c1	-3	-1	-2
COc1cc(NC(C)CCCN)c2ncccc2c1 (stereo unspecified)	-2&-3&0&-5	.	-6&-7&-6
CCOC(=O)c1sc(N)c(C#N)c1COc1ccc(F)c2c1C(=O)CC2C (stereo unspecified)	5	.	0
CCOC(=O)c1ccc(OC2CC3CCC(C2)N3C(=O)c2ccc(CSc3nccc(C(F)(F)F)n3)cc2)cc1 (stereo unspecified)	3	-4	9
O=C(CSc1ccc(C(F)(F)F)cn1)NCCCO	-1	-3	4
Cc1ccc(-n2c(C)nnc2SCCC#N)cc1	-7	.	2
COC(=O)C(N=Cc1cc([N+](=O)[O-])cc(Br)c1O)C12CC3CC(CC(C3)C1)C2 (stereo unspecified)	-5	.	-1
O=C(c1c(F)cccc1F)N1CCN(c2nc3nccc(-c4ccc(N5CCOCC5)cc4)n3n2)CC1	3	-2	0
CCOc1ccc(NC(=O)CC2S/C(=N/N=C3/C=C(C)CC(C)(C)C3)NC2=O)cc1 (stereo unspecified)	-8	.	4
CCN1CCN(c2c(CN(CCOC)C(=O)C3CCCC3)c(C)nn2-c2ccccc2)CC1	-6	-5	-2
O=C(NCCc1cnccn1)c1coc(COc2ccccc2)n1	-9	.	7
CN(C)CCN(Cc1cc(N)ccc1N(C)C)C(=O)CC(C)(C)C	-6	.	12
NCc1nnnn1C1CCCCC1	-9	.	1
Cc1c(CN(C)C(=O)c2cn(CC3COc4ccccc4O3)nn2)[nH]c2ccccc12 (stereo unspecified)	-7	.	0
Cc1nn2cccnc2c1C(=O)OC1CCC(NC(=O)OC(C)(C)C)CC1 (stereo unspecified)	-7	.	-2
NC(=O)c1cc(CNS(=O)(=O)c2ccc(F)c(F)c2)on1	-4	.	5
Cc1ccc(N2CCN(c3ccc(S(=O)(=O)C4CCCCC4)nn3)CC2)c(C)c1	-2	0	1
Cn1cc(C(=O)Nc2nnc(Cc3ccc(F)cc3)s2)ccc1=O	4	.	-7
CCCCN(CC(=O)N1CCc2sccc2C1c1ccccc1C)C(=O)c1ccccc1Br (stereo unspecified)	0	-4	12
Cc1cc(O)c(C(c2cccc(O)c2)c2c(O)cc(C)n(CCO)c2=O)c(=O)n1CCO	-10	-9	8
CN(C)CC(C)(C)CNS(=O)(=O)c1cccc2nsnc12	-2	.	9
CCOC(=O)C1CCN(CC(=O)N2N=C(c3ccc(C)cc3C)CC2c2ccccc2OC)CC1 (stereo unspecified)	0	0	-8
CN1CCN(c2nc(-c3cccnc3)nc3ccccc23)CC1	5	.	8
Cc1cc(N(C)CCCn2cccn2)nc(-c2cccnc2)n1	-7	.	-2
CCOC(=O)c1ccc(OC2CC3CCC(C2)N3C(=O)c2ccc(CSc3nccc(-c4ccc(OC)cc4)n3)cc2)cc1 (stereo unspecified)	6	-5	13
O=C(NCCc1ccccn1)C(F)(F)c1ccccc1	-15	-6	7
